High-throughput results as filed in PubChem.
M1 antag – human M1 muscarinic receptor antagonists, primary screen, CHO-K1 cells, Fluo-8 calcium fluorescence, 1536-well; Muscarinic acetylcholine receptor M1 (Homo sapiens), P11229; CHO-K1 hM1, ACh EC80 antagonist; inhibition, % at 3 µM; actives 1.3% (n = 360,000);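 active = percent inhibition above its own plate's cutoff, namely the mean of that plate's compound wells plus 3 SD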;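 note: peak over basal fluorescence ratio during 140 s after agonist addition; 0% = ACh EC80 plus DMSO and 100% = DMSO alone without agonist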
CHRM5 PAM – human M5 muscarinic receptor positive allosteric modulators, primary screen, CHO-K1 cells, Fluo-8 calcium fluorescence; Muscarinic acetylcholine receptor M5 (Homo sapiens), P08912; CHO-K1 hM5, ACh EC20 PAM; 0% = ACh EC20, 100% = ACh EC100; activation, % at 3 µM; actives 0.3% (n = 360,000); AID 624038, 2012;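 active = activation above the run cutoff, the mean activation of all test compounds plus 3 SD, cut at about 18% in these data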
Target sequence (P08912 whole entry, looked up): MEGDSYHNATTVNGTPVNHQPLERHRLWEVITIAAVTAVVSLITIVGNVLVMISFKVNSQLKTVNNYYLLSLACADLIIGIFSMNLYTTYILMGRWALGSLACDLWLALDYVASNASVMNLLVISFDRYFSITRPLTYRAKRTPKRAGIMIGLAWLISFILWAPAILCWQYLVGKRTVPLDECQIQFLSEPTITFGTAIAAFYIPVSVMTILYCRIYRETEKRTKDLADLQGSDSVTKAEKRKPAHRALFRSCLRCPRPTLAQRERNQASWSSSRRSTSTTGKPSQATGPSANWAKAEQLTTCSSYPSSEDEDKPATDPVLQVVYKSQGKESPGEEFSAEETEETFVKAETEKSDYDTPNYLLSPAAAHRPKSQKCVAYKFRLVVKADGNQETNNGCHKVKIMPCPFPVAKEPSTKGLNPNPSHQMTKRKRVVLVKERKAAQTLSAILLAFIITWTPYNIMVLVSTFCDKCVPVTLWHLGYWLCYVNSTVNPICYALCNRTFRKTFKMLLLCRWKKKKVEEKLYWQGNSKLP
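system = human M5 receptor in CHO-K1 cells | compound = one concentration, 3 µM final (nominal) | schedule = Post-acetylcholine fluorescence recording 140 s | signal = Fluo-8 calcium dye fluorescence, kinetic read | benchmarks = low control EC20 acetylcholine (0%), high control EC100 acetylcholine (100%) | repeats = singlicate, one well per test compound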
M4 ag – human M4 muscarinic receptor agonists, primary screen, CHO-K1 cells, Fluo-8 calcium fluorescence | AID 624127, 2012 | CHO-K1 hM4/Gqi5; vehicle 0%, full acetylcholine response 100% | activation, % at 3 µM | actives 0.14% (n = 360,000) | Muscarinic acetylcholine receptor M4 (Homo sapiens), P08173;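 active = activation above the run mean over all test wells plus 3 SD, cut at about 32% in these data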;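 note: peak over basal fluorescence ratio per well then scaled between controls; 0% = DMSO wells and 100% = acetylcholine at EC100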
TAAR1 agonist – human TAAR1 agonists, primary screen, Fluo-8 calcium fluorescence, CHO RD-HGA16 cells; actives 0.99% (n = 360,000); activation, % at 3 µM; AID 624467, 2012; vehicle wells 0%, saturating PEA agonist 100%;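 active = activation above the mean activation of all test compounds in the run plus 3 SD, cut at about 38% in these data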
Target sequence (Q96RJ0 whole entry, looked up): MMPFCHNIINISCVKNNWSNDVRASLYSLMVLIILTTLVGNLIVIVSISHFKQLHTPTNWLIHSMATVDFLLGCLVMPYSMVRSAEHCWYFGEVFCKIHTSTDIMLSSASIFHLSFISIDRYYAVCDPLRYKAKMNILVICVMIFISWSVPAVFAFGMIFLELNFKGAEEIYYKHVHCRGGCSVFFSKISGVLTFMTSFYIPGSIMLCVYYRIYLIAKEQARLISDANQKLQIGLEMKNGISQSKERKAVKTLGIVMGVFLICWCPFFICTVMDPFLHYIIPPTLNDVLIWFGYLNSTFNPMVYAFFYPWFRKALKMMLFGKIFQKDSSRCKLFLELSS
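Benchmarks: low control DMSO, high control PEA (EC100); System: CHO RD-HGA16 cells carrying human TAAR1 plus Gα16; Detection: Fluo-8 fluorescence, 5 s baseline then 140 s kinetic read; Schedule: 17-24 h plating, Fluo-8 75 min 37 °C, 30 min RT; Read-out basis: % activation from peak over basal fluorescence ratio, DMSO-to-PEA scaled.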
CHRM1 PAM – human M1 muscarinic receptor positive allosteric modulators, primary screen, CHO-K1 cells, Fluo-8 calcium fluorescence, 1536-well; Muscarinic acetylcholine receptor M1 (Homo sapiens), P11229; CHO-K1 hM1, ACh EC20; 0% = ACh EC20, 100% = maximal ACh; activation, % at 3 µM; actives 0.088% (n = 360,000); AID 588819, 2011; in the data active = activation above about 19%, passing the limit was not always enough
CHRM5 antagonist – human M5 muscarinic receptor antagonists, primary screen, CHO cells, Fluo-8 calcium fluorescence; Muscarinic acetylcholine receptor M5 (Homo sapiens), P08912; CHO-hM5 cells, ACh EC80; inhibition, % at 3 µM; actives 0.59% (n = 360,000); AID 624040, 2012;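 active = inhibition above a per-plate cutoff, the mean of that plate's test compounds plus 3 SD, cut at about 27% in these data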;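 note: 0% = acetylcholine EC80 with DMSO and 100% = DMSO without agonist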
M5 ag – human M5 muscarinic receptor agonists, primary screen, CHO-K1 cells, Fluo-8 calcium fluorescence; activation, % at 3 µM; Muscarinic acetylcholine receptor M5 (Homo sapiens), P08912; AID 624037, 2012; CHO-K1 hM5 cells; 0% DMSO wells, 100% maximal acetylcholine response; actives 0.19% (n = 360,000);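 active = activation above the run's mean over test compounds plus 3 SD, cut at about 23% in these data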;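 note: signal is peak over basal fluorescence ratio across the kinetic read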
M1 ag – human M1 muscarinic receptor agonists, primary screen, Fluo-8 calcium fluorescence, CHO-K1 cells, HTS; Muscarinic acetylcholine receptor M1 (Homo sapiens), P11229; CHO-K1 hM1, agonist mode; 0% DMSO, 100% acetylcholine EC100; activation, % at 3 µM; actives 0.33% (n = 360,000); AID 588814, 2011;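 active = activation above the run's mean compound activation plus 3 SD, cut at about 16% in these data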;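 note: peak over basal fluorescence ratio within a 140 s kinetic read after compound addition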
CHRM4 antagonist – human M4 muscarinic receptor antagonists, primary screen, CHO cells, Fluo-8 calcium fluorescence | Muscarinic acetylcholine receptor M4 (Homo sapiens), P08173 | CHO-hM4 cells, ACh EC80 | inhibition, % at 3 µM | actives 0.73% (n = 360,000);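 active = inhibition above its plate's cutoff, the mean inhibition of sample wells plus 3 SD, cut at about 27% in these data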;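 note: 0% = acetylcholine EC80 with DMSO and 100% = DMSO without agonist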
An asterisk follows results filed as active; . = no result given. The list is partial; the hit share may differ from the screen's.

SMILES | M1 antag | CHRM5 PAM | M4 ag | TAAR1 agonist | CHRM1 PAM | CHRM5 antagonist | M5 ag | M1 ag | CHRM4 antagonist
O=C(Cc1cccc(NC(=O)C2CCCN(C(=O)C3CC3)C2)c1)Nc1ccc(C(=O)N2CCCCC2)cc1 (stereo not drawn) | -3 | -7 | 0 | 0 | 2 | 14 | 0 | -4 | 7
OC(CNCc1ccc(Cl)cc1)(c1ccccc1)c1ccc(F)cc1 (stereo not drawn) | 23 | -20 | 10 | 1 | -30 | 20 | -7 | -14 | 21
Cc1cc(C)n(CC(=O)c2cccc(N)c2)n1 | -7 | -3 | 1 | 0 | 10 | 18 | 1 | -2 | -7
CCN(CC)S(=O)(=O)c1cccc(NC(=O)COC(=O)CCC(=O)c2ccc(F)cc2)c1 | -4 | 2 | 6 | 0 | 5 | 0 | 2 | -6 | -3
O=C(Oc1ccc(Cl)c(Cl)c1)C1=CC=CN2CCS(=O)(=O)N=C12 | -2 | -7 | 8 | 4 | 1 | 6 | 4 | 0 | -1
COc1cccc(C(=O)C(=O)N2CCN(C(=O)OCc3ccccc3)CC2)c1 | . | 2 | 12 | 1 | . | -12 | 6 | . | -7
COC(=O)c1sc2nc(C)nc(SCC(=O)N3CCC(C(=O)O)CC3)c2c1C | 7 | 1 | 0 | 4 | -1 | -15 | 1 | -2 | 1
COc1ccc(N2CCN(Cc3nc4c(c(=O)[nH]c(=O)n4C)n3Cc3cccc(Cl)c3)CC2)cc1 | -14 | -2 | 0 | -1 | 11 | 2 | 3 | -3 | 5
Cc1cc(C)n2nc(CC(=O)NC3CCCCCCC3)nc2n1 | -3 | 6 | 1 | . | 6 | -6 | 5 | -1 | 0
Cn1c2ccccc2c(=O)c2c(=O)n(C3CCCCC3)c(-c3ccco3)nc21 | 1 | -4 | 14 | 103* | 0 | 6 | 15 | 19* | 1
Cc1csc(NC(=O)c2ccc3c(=O)n4c(nc3c2)CCCCC4)n1 | 0 | -11 | 5 | 7 | -6 | 4 | -1 | -6 | -4
CC(C)(C)NC(=O)NC(=O)CSc1nnc(COc2ccccc2Cl)o1 | 19 | -20 | 9 | 12 | 0 | 11 | 0 | -3 | 14
COC1=C(Br)C(=O)c2nc(C)ccc2C1=O | 2 | -4 | 0 | 2 | 2 | 16 | 1 | -4 | -4
COc1ccc(Nc2nc(-c3sc(N)nc3C)cs2)cc1 | -5 | -7 | 0 | -1 | 5 | 0 | -6 | -3 | 0
Cc1scc(C(=O)NNC(=S)NCC2CCCO2)c1-c1ccccc1 (stereo not drawn) | -8 | -2 | 1 | 6 | 8 | 8 | -1 | -9 | -6
COc1ccc(N(CC(=O)N2CCCCCC2)S(=O)(=O)c2ccc(OC)c(OC)c2)cc1 | -8 | -7 | 5 | 0 | 7 | 6 | -3 | -1 | 1
Cc1ccc2nc(Cl)c(C3CC(c4ccco4)=NN3S(C)(=O)=O)cc2c1 (stereo not drawn) | -14 | 9 | 1 | 1 | 8 | -7 | -4 | -3 | 9
CC(C)COP(=O)(c1ccc(N(C)C)cc1)C(O)c1ccc(Br)cc1 (stereo not drawn) | -1 | -2 | 1 | 15 | 7 | 5 | -3 | -1 | -3
Cc1cc(=O)n2nc(N3CCC(C(=O)N4CCN(Cc5ccccc5)CC4)CC3)sc2n1 | -9 | -4 | 0 | -1 | 4 | -4 | -4 | -6 | 2
CCOC(=O)c1cc2oc(C)cc2n1CC(=O)OC1CCCCC1 | -6 | 8 | -3 | 13 | 0 | -16 | -3 | -3 | 2
COc1ccc(C(=O)NNC(=O)CSc2nnc(C(C)C)n2C)cc1 | -12 | -2 | 0 | 1 | 17 | 12 | -3 | -1 | -4
CC1CC(C)(C)NC(=S)N1CCCC(=O)Nc1ccc(Cl)cc1 (stereo not drawn) | -8 | 5 | 1 | 1 | 7 | 5 | 3 | -8 | 5
CC(=O)NCC(=O)OC(C)C(=O)Nc1ccc(C(C)=O)cc1 (stereo not drawn) | -7 | 25* | 1 | 7 | 11 | -5 | 0 | 2 | -1
CCOc1cc(CNCC2CCCN2CC)cc(Cl)c1OC (stereo not drawn) | 6 | 3 | 1 | 3 | 0 | 3 | -14 | -7 | 0
CC(C)[C@H](NC(=O)OC(C)(C)C)c1cc(C(=O)NCCc2c[nH]c3ccccc23)c(N)s1 | . | -4 | 6 | 0 | . | 7 | 0 | . | -7
Cc1cc(Cl)c(OCCCn2ccnc2)c(Br)c1 | 5 | -12 | 0 | 0 | -16 | 8 | -7 | -11 | 4
Cc1ccc(S(=O)(=O)NCc2cc(=O)n(C)c(=O)n2C)cc1C | -13 | -5 | 1 | 2 | 5 | 6 | -3 | 0 | -9
O=c1sc2ccccc2n1CCOc1ccccc1 | -10 | -1 | -3 | -1 | -10 | 4 | -5 | -7 | 11
O=[N+]([O-])c1cc(/C=N/OCc2c(Cl)cccc2Cl)ccc1N1CCOCC1 | -14 | 7 | -2 | 10 | 8 | -11 | 0 | -4 | -8
COc1ccc(C2CC(c3cccs3)=NN2c2nc(C)c(C(C)=O)s2)cc1OC (stereo not drawn) | -11 | 3 | 3 | 7 | 10 | 8 | -4 | -6 | -8
COc1ccc(C(c2nnnn2C2CCCC2)N2CCN(C3CCCC3)CC2)cc1OC (stereo not drawn) | -20 | 2 | 1 | 2 | 8 | -17 | -2 | 0 | -7
C=CCNC(=S)Nc1ccc(F)cc1F | -4 | 6 | 3 | 0 | 5 | 0 | 0 | -5 | -10
N#Cc1ccc(NC(=S)Nc2ccccc2)cc1 | -12 | 4 | 2 | 9 | 12 | 3 | -1 | -4 | -9
O=C(CN1CCN(S(=O)(=O)c2ccc(Cl)c(Cl)c2)CC1)N1CCCC1 | -16 | 3 | 1 | 1 | 11 | 2 | 0 | -4 | -1
CCOC(=O)c1c(NS(=O)(=O)c2ccc(Br)cc2)sc2c1CCC2 | 1 | 4 | 1 | 15 | 0 | -3 | -4 | -4 | -11
COc1ccc(CN2CCCC(C(=O)N(C)Cc3ccccc3)C2)cc1OC (stereo not drawn) | -5 | -7 | 1 | 2 | 2 | 10 | -10 | -2 | -9
N/C(Cc1cccc2ccccc12)=N\O | -8 | 5 | 1 | 26 | 11 | 4 | 6 | 2 | 2
Cc1ccc(C)c(Cn2c(O)c(N=NC(=S)Nc3ccccc3F)c3ccccc32)c1 | -14 | 3 | -1 | 2 | 9 | 8 | 2 | 0 | 4
COc1ccc(NC(=S)N(CCN(C)C)C(C)c2ccco2)cc1Cl (stereo not drawn) | -2 | -5 | 5 | 7 | 6 | 5 | -2 | -5 | 1
COc1ccc(-c2cc(-c3nnc(COC(=O)C4CC4)o3)c3ccccc3n2)cc1OC | 14 | -8 | 10 | 9 | -9 | 4 | 0 | -8 | 5

Sorted by length of the SMILES (high to low): some entries from above.
SMILES | M1 antag | CHRM5 PAM | M4 ag | TAAR1 agonist | CHRM1 PAM | CHRM5 antagonist | M5 ag | M1 ag | CHRM4 antagonist
CC1CC(C)(C)NC(=S)N1CCCC(=O)Nc1ccc(Cl)cc1 (stereo not drawn) | -8 | 5 | 1 | 1 | 7 | 5 | 3 | -8 | 5
O=c1sc2ccccc2n1CCOc1ccccc1 | -10 | -1 | -3 | -1 | -10 | 4 | -5 | -7 | 11
C=CCNC(=S)Nc1ccc(F)cc1F | -4 | 6 | 3 | 0 | 5 | 0 | 0 | -5 | -10

The list continues.
SMILES | M1 antag | CHRM5 PAM | M4 ag | TAAR1 agonist | CHRM1 PAM | CHRM5 antagonist | M5 ag | M1 ag | CHRM4 antagonist
Cc1c(C(=O)N/N=C/c2ccncc2)no[n+]1[O-] | -9 | -3 | 2 | 4 | 2 | 12 | 0 | -4 | 1
O=C(Cc1ccccc1[N+](=O)[O-])NNC(=O)c1cccs1 | -11 | 6 | 1 | -1 | 8 | -11 | 3 | -1 | -8
CCc1nc2c(OCc3ccccc3C)cccn2c1N(C)C(=O)c1ccc(C)cc1 | -6 | -4 | 3 | 19 | -4 | 7 | -2 | -8 | 10
COc1cc2c(cc1OC)C(C)N(C(=O)Cn1ncc3c1-c1ccccc1OC3)CC2 (stereo not drawn) | 1 | -1 | 2 | 3 | -2 | 2 | 2 | 0 | 0
COc1ccc(-c2nnc(SCC(=O)Nc3nc4ccccc4s3)n2C)cc1 | 0 | 6 | 0 | 5 | 1 | -1 | -9 | -2 | 0
CCC1CCCCN1S(=O)(=O)c1ccc(NC(=O)c2snnc2C)cc1 (stereo not drawn) | 3 | -3 | 15 | 10 | 0 | -9 | 4 | 0 | 1
COC(C[C@@H](O)[C@@H](C)[C@H](O)COCc1ccccc1)OC | 0 | 9 | 1 | 13 | 11 | 5 | 0 | 1 | 3
CCN(CC(=O)Nc1cc(Cl)ccc1C)C(=O)C1COc2ccccc2O1 (stereo not drawn) | 7 | -11 | 6 | 5 | -1 | 5 | -1 | -4 | -28

In another format: entries from further up
| mol | M1 antag | CHRM5 PAM | M4 ag | TAAR1 agonist | CHRM1 PAM | CHRM5 antagonist | M5 ag | M1 ag | CHRM4 antagonist |
| --- | --- | --- | --- | --- | --- | --- | --- | --- | --- |
| COc1cc2c(cc1OC)C(C)N(C(=O)Cn1ncc3c1-c1ccccc1OC3)CC2 (stereo not drawn) | 1 | -1 | 2 | 3 | -2 | 2 | 2 | 0 | 0 |
| COc1ccc(-c2nnc(SCC(=O)Nc3nc4ccccc4s3)n2C)cc1 | 0 | 6 | 0 | 5 | 1 | -1 | -9 | -2 | 0 |
| CCC1CCCCN1S(=O)(=O)c1ccc(NC(=O)c2snnc2C)cc1 (stereo not drawn) | 3 | -3 | 15 | 10 | 0 | -9 | 4 | 0 | 1 |
